Screening data: PubChem BioAssay, several laboratories
IDE cell activ = activators of human insulin-degrading enzyme in cells; AID 493087; HEK cells, FAbeta-B cleavage, fluorescence polarization; 0% vehicle, 100% cell-free pure enzyme wells; P14735; activation, % at 5.96 µM; 0.073% of 340,000 active;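 active means activation above the mean of all tested compounds plus 3 SD, set per screening campaign, cut at about 17% in these data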
Target sequence (P14735 whole entry, looked up): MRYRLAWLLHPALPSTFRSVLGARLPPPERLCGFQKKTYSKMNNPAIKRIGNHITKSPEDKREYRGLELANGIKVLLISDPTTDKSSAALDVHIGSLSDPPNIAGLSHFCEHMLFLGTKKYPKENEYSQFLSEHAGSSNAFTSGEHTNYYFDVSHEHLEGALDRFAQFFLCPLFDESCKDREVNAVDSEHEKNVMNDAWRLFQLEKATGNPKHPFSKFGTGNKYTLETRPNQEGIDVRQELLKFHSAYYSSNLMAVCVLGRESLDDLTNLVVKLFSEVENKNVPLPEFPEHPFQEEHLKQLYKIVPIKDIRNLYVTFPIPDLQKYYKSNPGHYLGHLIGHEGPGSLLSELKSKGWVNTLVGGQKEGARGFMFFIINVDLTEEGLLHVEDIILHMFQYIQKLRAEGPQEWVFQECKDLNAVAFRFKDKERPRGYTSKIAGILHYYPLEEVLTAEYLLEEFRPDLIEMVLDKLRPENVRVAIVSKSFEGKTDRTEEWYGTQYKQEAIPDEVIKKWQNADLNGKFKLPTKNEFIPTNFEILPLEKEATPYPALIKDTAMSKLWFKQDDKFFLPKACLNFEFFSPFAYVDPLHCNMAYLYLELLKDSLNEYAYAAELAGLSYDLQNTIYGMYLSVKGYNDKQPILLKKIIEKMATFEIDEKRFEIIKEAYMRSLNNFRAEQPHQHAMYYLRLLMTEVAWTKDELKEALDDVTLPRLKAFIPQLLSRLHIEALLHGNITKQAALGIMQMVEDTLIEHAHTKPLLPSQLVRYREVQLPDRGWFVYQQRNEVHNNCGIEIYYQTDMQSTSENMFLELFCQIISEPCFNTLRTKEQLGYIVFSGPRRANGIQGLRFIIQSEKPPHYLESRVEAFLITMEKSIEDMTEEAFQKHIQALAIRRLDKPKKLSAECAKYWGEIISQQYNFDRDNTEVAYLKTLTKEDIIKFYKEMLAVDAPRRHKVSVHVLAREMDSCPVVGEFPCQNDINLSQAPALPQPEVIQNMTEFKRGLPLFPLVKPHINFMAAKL
PHOSPHO1 inh = inhibitors of human PHOSPHO1 phosphatase | Q8TCT1 | recombinant PHOSPHO1, absorbance phosphatase assay | inhibition, % at 13.3 µM | 1.1% of 290,000 active; in the data active means inhibition above about 60%
MEKK3 PB1 HTS = MEKK3-MEK5 PB1 interaction, increase or decrease | 1.4% of 290,000 active | bead-based flow cytometry, Alexa488-MEK5 binding to MEKK3; actives lie on both sides; 0 = blocked by unlabeled MEK5, 100 = vehicle | Q99759 | binding response (% of control), % at 10 µM;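 active means binding response more than 3 SD above or below the average of its plate-row segment, actives on both sides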;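 further: Alexa488 bead fluorescence after subtracting the streptavidin-only scavenger bead signal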
CHRM4 PAM = CHRM4 positive allosteric modulation; CHO-K1 hM4/Gqi5, Fluo-8 calcium fluorescence, ACh EC20; 0% = ACh EC20, 100% = maximal ACh; activation, % at 3 µM; 0.4% of 360,000 active;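 active means activation above its plate's cutoff, the mean activation of sample wells plus 3 SD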; further: some results filed as inactive read as strong as hits
IDE cell inh = cellular human IDE inhibition. P14735. inhibition, % at 5.59 µM. 0.41% of 320,000 active. HEK cells, FAbetaB cleavage, fluorescence polarization;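 active means percent inhibition above the average of all tested compounds plus 3 SD, set per screening campaign, cut at about 16% in these data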;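 further: IDE supplied by intact live HEK cells; FP after avidin binding of uncleaved biotin substrate so inhibition keeps polarization high; 0% = DMSO wells and 100% = 60 µM reference IDE inhibitor Ii1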
CRFR2-BP antag = blocks CRF-induced signaling of the CRF-BP/CRF-R2 complex. HEK293 CRF-R2/CRF-BP, CRF-induced calcium fluorescence. inhibition, % at 11.8 µM. 0.59% of 350,000 active. AID 588475;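 active means inhibition of the ligand-induced calcium signal above about 50% at the single tested concentration, limit read from the data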
CRFR2-BP ag = agonists of human CRF-binding protein/CRF-R2 receptor complex; 0.46% of 350,000 active; AID 588473; activation, % at 13.2 µM; HEK293 CRF-R2/CRF-BP, calcium dye fluorescence (FLIPR); percent of saturating CRF peptide response;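 active means activation of at least 50%, plus an integration ratio under a set limit after plate pattern correction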;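 further: plate controls were neutral control wells without compound for no effect and CRF at EC100 for full effect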
GalR3 antag = human GalR3 antagonism; O60755; HEK293 GalR3-CNG cAMP membrane potential fluorescence; galR3 body fused to GalR1 C-terminus; inhibition, % at 3 µM; 0.44% of 360,000 active; AID 651719;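 active means inhibition above the screen-wide average plus 3 SD, cut at about 13% in these data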;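 further: forskolin and galanin both at EC90 stimulate the cells; cAMP rise reported by CNG channel membrane potential dye signal; 0% = forskolin plus galanin with DMSO and 100% = forskolin alone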
pCIP destab = lowers stability of the mouse p/CIP coactivator protein | 0.01% of 290,000 active | Q05BA5 | decrease of EGFP signal, % at 10 µM | F442A p/CIP-EGFP cells, EGFP fluorescence, 16 h;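 active means EGFP signal decrease of at least 30% at 10 µM or well 3 SD below plate mean, unless failing retest; inactive means the rest, including hits failing retest or dose response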; further: some compounds called inactive have numbers as strong as hits; many of its hits are not listed in these tables
* hit, by the source's call; . = no result given.

Below each SMILES: MEKK3 PB1 HTS | GalR3 antag | IDE cell activ | CHRM4 PAM | CRFR2-BP ag | IDE cell inh | CRFR2-BP antag | pCIP destab | PHOSPHO1 inh
COc1cc2c(cc1NC(=O)COC(=O)[C@@H](NC(=O)c1ccccc1F)C(C)C)oc1ccccc12
  119 | -4 | 3 | -3 | -0.9 | 2 | -51 | 0 | -3
Clc1ccc2nc(CSc3nncn3-c3ccccc3)cn2c1
  93 | 2 | -3 | -5 | 1.0 | 0 | 8 | -6 | 24
Cc1ccc(-n2ncc3c(=O)n(CC(=O)NCC4CCCO4)cnc32)cc1 (configuration not stated)
  97 | 2 | 4 | 10 | -0.9 | 4 | 4 | -8 | 42
CC(CCc1ccccc1)NC(=O)CCC(=O)N1CCC(C(=O)O)CC1 (configuration not stated)
  104 | -5 | 4 | 5 | -0.7 | -1 | 1 | 6 | 39
S=C1NCCOCCOCCOCCNC(=S)NCCOCCOCCOCCN1
  113 | -2 | 4 | 3 | 0.2 | 1 | 0 | -13 | 10
NC(=O)c1ccc(NC(=O)COC(=O)c2ccc(Cl)nc2)cc1
  . | -5 | -2 | 0 | 0.3 | -2 | 0 | . | .
Cc1cc(C(=O)NNC(=O)Nc2ccc(Cl)cc2)no1
  103 | 4 | . | -4 | -0.1 | 4 | -11 | -7 | -7
CC1(C)Cc2c(c(N3CCOCC3)nc3sc(C(=O)Nc4ccccc4)c(N)c23)CO1
  106 | -3 | -2 | 5 | -0.8 | 2 | -6 | -6 | 1
C[C@]1(C2CCCC2)Cc2cc(OCC(=O)O)c(Cl)c(Cl)c2C1=O
  104 | -3 | 7 | -7 | 0.4 | 1 | -11 | . | .
COc1ccc(C(C(=O)NC(C)(C)C)N(Cc2ccccc2)C(=O)CCC(=O)Nc2cc(C)on2)cc1 (configuration not stated)
  99 | 2 | 7 | 3 | 0.1 | 4 | -5 | -9 | 41
COc1ccc(S(=O)(=O)N(C)C[C@H]2Oc3c(NC(=O)Nc4ccc5c(c4)OCO5)cccc3C(=O)N([C@H](C)CO)C[C@@H]2C)cc1
  . | 3 | 2 | 0 | -2.2 | 10 | 0 | . | .
CC(C)OC(=O)C1C(=O)CC(C)(O)C(C(=O)OC(C)C)C1c1ccc([N+](=O)[O-])cc1 (configuration not stated)
  103 | -6 | 0 | 5 | 0.0 | -2 | 29 | -12 | 50
COc1cc2cc(C(=O)O)n(C)c2c(OC)c1OC
  86 | -7 | 4 | 9 | 1.2 | 0 | -54 | -9 | 13
N#C/C(=C\c1ccc(Oc2ccc(C(F)(F)F)cc2[N+](=O)[O-])cc1)c1nc2ccccc2[nH]1
  96 | 5 | -4 | -6 | -1.6 | 5 | -1 | 7 | 15
COc1ccc(-n2nc3cc(C)c(NC(=O)c4cccnc4)cc3n2)cc1
  102 | -2 | 0 | -7 | -2.1 | -3 | 3 | -3 | -42
O=C(CC(O)(c1ccccc1)C(F)(F)C(F)F)c1cccs1 (configuration not stated)
  102 | -5 | 5 | -3 | -1.2 | -3 | -10 | -15 | 12
Cc1cccc(-n2ncc3c(NCc4cccnc4)ncnc32)c1
  95 | 0 | 6 | -5 | -0.2 | 0 | 0 | -2 | 18
Cc1ccc(N=C2SCCCN2C(=O)c2cccc(N3C(=O)CCC3=O)c2)cc1Cl
  . | -2 | 1 | 0 | -1.4 | 1 | 0 | . | .
Cc1ccc(-c2nn3nnnc3c3ccccc23)cc1C
  98 | -3 | -2 | 39* | -0.5 | 3 | -23 | 1 | 42
COc1cc(OC)c(C(=O)C=Cc2ccc(OC)c(OC)c2)c(OC)c1
  . | -3 | 0 | 22 | -0.7 | . | 15 | . | .

Reprinted at random: two records from the list
Below each SMILES: MEKK3 PB1 HTS | GalR3 antag | IDE cell activ | CHRM4 PAM | CRFR2-BP ag | IDE cell inh | CRFR2-BP antag | pCIP destab | PHOSPHO1 inh
Cc1cc(C(=O)NNC(=O)Nc2ccc(Cl)cc2)no1
  103 | 4 | . | -4 | -0.1 | 4 | -11 | -7 | -7
CC(CCc1ccccc1)NC(=O)CCC(=O)N1CCC(C(=O)O)CC1 (configuration not stated)
  104 | -5 | 4 | 5 | -0.7 | -1 | 1 | 6 | 39

Additional results follow:
Below each SMILES: MEKK3 PB1 HTS | GalR3 antag | IDE cell activ | CHRM4 PAM | CRFR2-BP ag | IDE cell inh | CRFR2-BP antag | pCIP destab | PHOSPHO1 inh
CCc1sc(C(=O)Nc2ccc3nc(C)sc3c2)cc1C
  . | 2 | -4 | 5 | 0.7 | 3 | 1 | . | .
O=C(CCNC(=O)c1ccc(Br)cc1)NC1CCCc2ccccc21 (configuration not stated)
  . | -3 | 1 | 1 | -0.6 | -1 | 9 | . | .
CSC1=NC(=O)/C(=C/c2ccc(SC)cc2)S1
  102 | 3 | -4 | -11 | 5.9 | -2 | 50 | -2 | 12
CC(C)NC(=S)N/N=C/C1=CCC2CC1C2(C)C (configuration not stated)
  102 | -4 | 1 | -6 | 2.6 | 2 | -49 | 3 | -6
CCOC(=O)CSc1nnc(-c2c[nH]c3ccccc23)n1CC
  117 | . | 5 | -2 | -1.8 | -1 | 5 | -10 | 5
Cc1ccccc1-c1nc(CN2CCC(C(=O)NC3CCN(Cc4ccccc4)CC3)CC2)c(C)o1
  105 | . | 2 | 6 | -0.9 | 6 | 8 | . | .
CCCc1ccc(OCCNC(=O)c2ccccc2Br)cc1
  98 | -10 | -1 | -2 | 1.0 | -4 | 10 | -1 | 24
CC(=O)NN(O)C1N(C)C(=O)N(Cc2ccccc2)C1(C)C (configuration not stated)
  . | -4 | 6 | -5 | 0.3 | 8 | -5 | . | .
COC(=O)c1c(NC(=O)CN2CCC3(O)CCCCC3C2c2ccccc2OC)sc(C)c1C (configuration not stated)
  91 | -4 | 7 | 9 | 53* | 0 | -80 | -3 | -16
c1ccc(C2c3[nH]c4ccccc4c3CCN2Cc2cccn2-c2ccccn2)nc1 (configuration not stated)
  101 | -9 | 2 | -20 | -4.1 | 3 | 5 | -1 | 50
c1coc(-c2nc(-c3ccncc3)no2)c1
  94 | -3 | 3 | 4 | 3.0 | 0 | -1 | 4 | 35
Cc1ccc(OCC(=O)N(Cc2ccc(C)o2)C2CCS(=O)(=O)C2)cc1 (configuration not stated)
  103 | -2 | 4 | 4 | -2.8 | -8 | -2 | -1 | -10
Cc1ccc(-c2nc(N)sc2CC(=O)OCC(=O)NCC2CCCO2)cc1 (configuration not stated)
  97 | -5 | 3 | 6 | -0.9 | 1 | 9 | -6 | 15
COc1ccc2cc(CCNC(=O)C(C)C)c(=O)[nH]c2c1
  101 | 3 | 5 | 2 | -0.3 | -3 | -6 | 1 | 10
O=C(Nc1ccc(N2CCOCC2)c(Cl)c1)c1ncn[nH]1
  101 | 3 | 0 | 10 | 0.2 | 6 | -4 | -12 | 2
Cc1ccc(S(=O)(=O)N(C)C[C@H]2OCc3cnnn3CCCC(=O)N([C@H](C)CO)C[C@H]2C)cc1
  . | 0 | . | 7 | 5.3 | . | 12 | . | .
CN(C)S(=O)(=O)c1ccc(Cl)c(C(=O)Nc2ccc(S(=O)(=O)N3CCOCC3)cc2)c1
  101 | -5 | 6 | 2 | -0.8 | 4 | 1 | 4 | 12
Cc1cccc(Oc2ncccc2[N+](=O)[O-])c1C
  . | 5 | 3 | 2 | -0.4 | . | 18 | . | .
Cc1ccc(C2(C)NC(=O)N(CC(=O)NC(=O)NC(C)C)C2=O)cc1 (configuration not stated)
  108 | -6 | 2 | -5 | 0.2 | 0 | -10 | -14 | 28
CN(CCc1ccccn1)S(=O)(=O)c1ccc2c3c(cccc13)C(=O)N2
  100 | 1 | 3 | -2 | -0.8 | 1 | 0 | 1 | -5
O=C(Cn1c(=O)sc2ccccc21)Nc1ccccc1C(=O)O
  . | -2 | -11 | -3 | 5.5 | 11 | 11 | -6 | -2
COC(=O)c1ccccc1NC(=O)COc1ccccc1[N+](=O)[O-]
  106 | 0 | 3 | -7 | 2.2 | -2 | 8 | 3 | -5
CCOC(=O)c1c(NC(=O)N/N=C/c2ccccc2OCC)sc(C(C)=O)c1C
  102 | 0 | 5 | -1 | 1.6 | . | 4 | 3 | -1
CCOc1ccc(N2C(=O)CC(N(CCc3ccc(S(N)(=O)=O)cc3)C(C)=O)C2=O)cc1 (configuration not stated)
  99 | 1 | 0 | 9 | 4.9 | -5 | 8 | 14 | -6
COc1ccc(NC(=O)CSc2nc(-c3ccncc3)nn2CC(=O)N2CCCC2)cc1
  97 | 3 | 2 | -8 | 1.7 | 6 | -13 | -9 | 27
CC(C(=O)OCC(=O)c1cccc([N+](=O)[O-])c1)N1C(=O)C2C3C=CC(C3)C2C1=O (configuration not stated)
  103 | -7 | 0 | -6 | -0.5 | 2 | -6 | 1 | 45
CCc1cc(=O)[nH]c(SCCc2ccccc2)n1
  102 | . | 0 | 3 | -1.4 | 7 | -6 | 4 | 7
C=C(C)Cn1c(N(CCO)Cc2ccccc2)nc2c1c(=O)[nH]c(=O)n2C
  99 | 1 | 5 | 6 | -2.2 | -3 | 15 | -3 | -2
COCCN(C(=O)CSc1nnc(-c2ccccc2F)n1N)c1c(N)n(Cc2ccccc2)c(=O)[nH]c1=O
  98 | -1 | 5 | 7 | 4.6 | -2 | 8 | -5 | 37
Cc1cccnc1NS(=O)(=O)c1cccc([N+](=O)[O-])c1
  98 | -6 | 1 | 9 | -2.9 | 7 | 10 | -29 | -9
CC1CCCN(C(=S)NCCc2ccccc2)C1 (configuration not stated)
  108 | -3 | 0 | 5 | -4.9 | 5 | 28 | -24 | 8
Cc1ccc(C(=O)NCc2ccc3c(c2)OCO3)cc1Cl
  99 | -7 | 7 | -1 | -5.4 | -5 | -5 | 6 | 45
CCCCCn1nc(-c2ccccc2)c2nc3ccccc3nc21
  94 | -6 | 3 | 0 | 176* | 0 | -256 | -29 | 20
Cc1ccc(OCC(=O)NCCCNC(=O)c2cnccn2)cc1C
  96 | -6 | 0 | -5 | 0.8 | 4 | 7 | 0 | -3
C/C(=C\C(=O)c1ccc(Br)cc1)Nc1cccc(Cl)c1
  106 | 1 | 6 | -1 | 0.3 | -1 | 10 | . | .
Cc1ccc(NC(=O)C2CC(=O)N(c3ccc4c(c3)OCCO4)C2)cc1S(=O)(=O)N(C)C (configuration not stated)
  . | -1 | 4 | 1 | -3.0 | 2 | -1 | . | .
C/C(=N\Nc1nncc2ccccc12)c1ccc(O)cc1
  96 | -9 | 0 | 1 | -0.2 | 3 | 0 | -32 | 32
CCOC(=O)Nc1ccc2c(c1)N(C(=O)N1CCN(C)CC1)c1ccccc1CC2
  98 | -5 | 4 | -13 | 2.8 | -4 | -9 | -24 | 33
O=C(/C=C/c1ccc(Cl)cc1)NCCc1ccccc1
  121 | -4 | 2 | -4 | -1.6 | 1 | 0 | 4 | -17
O=S(=O)(c1ccc(Oc2ccc(S(=O)(=O)N(CCO)CCO)cc2)cc1)N(CCO)CCO
  85 | -2 | 6 | -1 | 1.2 | -2 | -10 | 0 | -5
O=C1c2ccccc2-c2nnc(-c3ccc(O)cc3)cc21
  101 | -4 | -2 | 1 | -1.1 | 4 | 103* | -1 | -3
Cc1ccc(C(=O)NC(=S)N2CCN(c3ccc([N+](=O)[O-])cc3)CC2)cc1
  102 | -10 | -5 | 12 | 0.9 | -3 | 39 | 0 | -18
CC1CCCC(NS(=O)(=O)c2cc(Br)cnc2N)C1C (configuration not stated)
  102 | -6 | 1 | -9 | 0.6 | -1 | -26 | -13 | 36
